H37Rv inhibition – M. tuberculosis growth inhibition, HTS (AID 449762); M. tuberculosis H37Rv growth inhibition, 7H9 media; higher % means a stronger effect; one-dose inhibition, % at 25 µM; IC50 in µM for titrated hits; hit rate 0.59% among 330,000; in the data active = a potency from the dose series; inconclusive = inhibition above about 70% without an active follow-up result;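 also: bacterial growth assessed after seven days of incubation; strong numbers were not always called active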
PhoP GFP inhibition – PhoP regulon inhibitors, Salmonella typhi PhoP promoter GFP reporter, confirmatory (AID 1850) | Salmonella Typhi PhoP-promoter GFP reporter, fluorescence, 4 h; higher % means a stronger effect | one-dose inhibition, % at 50 µM; IC50 in µM for titrated hits | hit rate 0.33% among 310,000; in the data active = a potency from the dose series; inconclusive = inhibition mostly from about 25% at the one dose, without a potency; inactive = the rest, 99 in 100 with inhibition below about 19%;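 also: 0% = induced wells with vehicle and 100% = uninduced wells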
tuberculosis growth – growth inhibition of non-replicating M. tuberculosis (AID 488890); Mycobacterium tuberculosis non-replicating, growth inhibition; higher % means a stronger effect; inhibition, % at 25 µM; hits with a dose series show IC50 in µM; hit rate 0.39% among 320,000; in the data active = a potency from the dose series; inconclusive = inhibition mostly from about 82% at the one dose, without a potency; inactive = the rest, 99 in 100 with inhibition below about 76%;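 also: plate controls were DMSO cells for no effect and high antibiotic wells for full effect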
influenza NS1A – H1N1 influenza NS1A inhibitors, functional cell based assay (AID 504329); NS1A functional cell-based assay, percent inhibition; higher % means a stronger effect; inhibition, % at 12.5 µM; hits with a dose series show IC50 in µM; hit rate 0.3% among 340,000; in the data active = a potency from the dose series; inconclusive = inhibition above about 27% without an active follow-up result; also: strong numbers were not always called active
inhibitors of VEEV – inhibitors of VEEV TC-83 cytopathic effect, confirmation, Vero cells (AID 588727). Vero cells, VEEV TC-83 cytopathic effect inhibition; higher % means a stronger effect. one-dose inhibition, % at 20 µM; IC50 in µM for titrated hits. hit rate 0.13% among 350,000; in the data active = a potency from the dose series; inconclusive = inhibition mostly from about 14% at the one dose, without a potency; inactive = the rest, 99 in 100 with inhibition below about 12%; also: strong numbers were not always called active
inhibitors of VEEV 10K pilot screen – second read-out of inhibitors of VEEV, no call of its own (marks repeat the call); inhibition, %; measured here: 10K pilot screen inhibition
* hit, by the source's call.

What do the screens show for `CNC(=O)COC(=O)c1nc(-n2nc(C)cc2C)ccc1Cl`?
H37Rv inhibition: 3.1%; PhoP GFP inhibition: 1.4%; tuberculosis growth: 4.2%; influenza NS1A: 5.0%; inhibitors of VEEV: 2.5%

Results for CC(=O)N1CC2(c3ccccc3)CN(C(C)=O)CC(c3ccccc3)(C1)C2=O ?
H37Rv inhibition: -5.1%; PhoP GFP inhibition: 7.5%; tuberculosis growth: 7.9%; influenza NS1A: -9.6%; inhibitors of VEEV: inactive

What do the screens show for `COc1ccc(OC)c(N(CC(=O)NCc2cccnc2)S(C)(=O)=O)c1`?
H37Rv inhibition: -7.3%; PhoP GFP inhibition: 7.1%; tuberculosis growth: -23.1%; influenza NS1A: 1.2%; inhibitors of VEEV: 0.1%; inhibitors of VEEV 10K pilot screen: 0.4

What do the screens show for `COc1ccc(C(CNC(=O)c2sccc2C)N2CCOCC2)cc1` (stereo not drawn)?
H37Rv inhibition: -2.2%; PhoP GFP inhibition: 2.1%; tuberculosis growth: -7.8%; influenza NS1A: -5.4%; inhibitors of VEEV: 1.5%

How did O=C(CN(c1ccccn1)S(=O)(=O)c1ccc(F)cc1)Nc1ccccc1 do in these assays?
H37Rv inhibition: -4.3%; PhoP GFP inhibition: -8.4%; tuberculosis growth: -7.8%; influenza NS1A: -11.9%; inhibitors of VEEV: 0.1%

What do the screens show for `Cc1ccc(C2C(C#N)=C(N)Oc3nc(-c4ccccc4)[nH]c32)o1` (stereo not drawn)?
H37Rv inhibition: 1.7%; PhoP GFP inhibition: -2.8%; tuberculosis growth: 19.0%; influenza NS1A: -3.4%; inhibitors of VEEV: inactive

Results for Cc1cccc(C)c1NC(=O)COC(=O)c1ccc2[nH]c3c(c2c1)CCCC3 ?
H37Rv inhibition: -4.9%; PhoP GFP inhibition: -9.0%; tuberculosis growth: 4.8%; influenza NS1A: 12.7%; inhibitors of VEEV: 4.2%

How did COc1ccccc1NS(=O)(=O)c1ccc(C(=O)N2CC(C)OC(C)C2)cc1 (stereo not drawn) do in these assays?
H37Rv inhibition: -6.2%; tuberculosis growth: 0.1%; influenza NS1A: 1.0%; inhibitors of VEEV: 0.7%

Results for O=C(O)CC(NNC(=O)c1ccccc1)C(=O)Nc1cccc([N+](=O)[O-])c1 (stereo not drawn) ?
H37Rv inhibition: 0.2%; PhoP GFP inhibition: -16.3%; tuberculosis growth: -0.8%; influenza NS1A: -6.1%; inhibitors of VEEV: inactive

What do the screens show for `N#Cc1c(N2CCNCC2)nc(-c2ccco2)c2c1CCCC2`?
H37Rv inhibition: 11.8%; PhoP GFP inhibition: -2.6%; tuberculosis growth: 77.1%; influenza NS1A: 3.4%; inhibitors of VEEV: inactive

Results for NC(=O)c1ccc(NC(=O)COC(=O)CNC(=O)c2sc3ccccc3c2Cl)cc1 ?
H37Rv inhibition: -4.0%; tuberculosis growth: -15.9%; influenza NS1A: -0.3%; inhibitors of VEEV: 0.7%

What do the screens show for `Cn1c(=O)c2c(nc(Br)n2C/C=N/NC(N)=S)n(C)c1=O`?
H37Rv inhibition: -4.0%; PhoP GFP inhibition: 1.2%; tuberculosis growth: 19.1%; inhibitors of VEEV: 2.1%

The final 4 entries of the part before lead into the next:
Results for O=C(O)CC(NNC(=O)c1ccccc1)C(=O)Nc1cccc([N+](=O)[O-])c1 (stereo not drawn) ?
H37Rv inhibition: 0.2%; PhoP GFP inhibition: -16.3%; tuberculosis growth: -0.8%; influenza NS1A: -6.1%; inhibitors of VEEV: inactive

What do the screens show for `N#Cc1c(N2CCNCC2)nc(-c2ccco2)c2c1CCCC2`?
H37Rv inhibition: 11.8%; PhoP GFP inhibition: -2.6%; tuberculosis growth: 77.1%; influenza NS1A: 3.4%; inhibitors of VEEV: inactive

Results for NC(=O)c1ccc(NC(=O)COC(=O)CNC(=O)c2sc3ccccc3c2Cl)cc1 ?
H37Rv inhibition: -4.0%; tuberculosis growth: -15.9%; influenza NS1A: -0.3%; inhibitors of VEEV: 0.7%

What do the screens show for `Cn1c(=O)c2c(nc(Br)n2C/C=N/NC(N)=S)n(C)c1=O`?
H37Rv inhibition: -4.0%; PhoP GFP inhibition: 1.2%; tuberculosis growth: 19.1%; inhibitors of VEEV: 2.1%

What do the screens show for `COc1c(N2CCN(C(=S)Nc3ccc(F)cc3)C(C)C2)c(F)cc2c(=O)c(C(=O)O)cn(C3CC3)c12` (stereo not drawn)?
H37Rv inhibition: inconclusive; PhoP GFP inhibition: 1.72µM*; tuberculosis growth: inconclusive; influenza NS1A: 11.1%; inhibitors of VEEV: 3.4%

Results for Cc1ccc(NC(=S)N2CCC(NC(=O)c3ccco3)CC2)cc1C ?
H37Rv inhibition: 1.4%; PhoP GFP inhibition: 3.1%; tuberculosis growth: -1.4%; influenza NS1A: -0.9%; inhibitors of VEEV: 2.1%

How did CC(=O)c1ccc(N2CCN(C(=O)CNS(=O)(=O)c3ccc4c(c3)OCCCO4)CC2)c(F)c1 do in these assays?
influenza NS1A: 6.9%; inhibitors of VEEV: inactive

How did CC1(C)SC(=S)N(/N=C/c2ccccc2O)C1N(O)C(=O)Nc1ccccc1 (stereo not drawn) do in these assays?
H37Rv inhibition: 2.4%; PhoP GFP inhibition: -14.4%; tuberculosis growth: 74.2%; influenza NS1A: 20.0%; inhibitors of VEEV: 1.5%

What do the screens show for `CCOC(=O)Cc1nnc(NC(=O)CC)s1`?
H37Rv inhibition: -4.7%; PhoP GFP inhibition: 12.4%; tuberculosis growth: -7.0%; influenza NS1A: -0.7%; inhibitors of VEEV: 0.1%

What do the screens show for `C=CCNc1nc(-c2c(C)nc3sccn23)cs1`?
H37Rv inhibition: -8.8%; PhoP GFP inhibition: -7.2%; tuberculosis growth: 24.2%; influenza NS1A: 4.0%; inhibitors of VEEV: 1.2%

Results for Cc1ccc(CNC(=O)c2oc3ccc(S(=O)(=O)N4CCOCC4)cc3c2C)cc1 ?
H37Rv inhibition: -4.5%; PhoP GFP inhibition: 2.1%; tuberculosis growth: 12.5%; influenza NS1A: 5.6%; inhibitors of VEEV: 5.7%

What do the screens show for `O=C(c1cccc2ccccc12)C1CCCN(C(=O)CCN2CCCO2)C1` (stereo not drawn)?
H37Rv inhibition: -2.1%; PhoP GFP inhibition: -3.8%; tuberculosis growth: 6.9%; influenza NS1A: -6.1%; inhibitors of VEEV: 0.8%

Results for CCCn1cc(SCC(=O)Nc2nnc(C)s2)c2ccccc21 ?
H37Rv inhibition: -0.3%; PhoP GFP inhibition: -2.7%; tuberculosis growth: 15.5%; influenza NS1A: -5.3%; inhibitors of VEEV: 0.3%

What do the screens show for `O=C(CSc1ccc(Cl)cc1)Nc1ccc(C2SCCS2)cc1`?
H37Rv inhibition: 3.2%; PhoP GFP inhibition: 3.3%; tuberculosis growth: 17.7%; influenza NS1A: 7.0%; inhibitors of VEEV: 1.4%

How did Cn1c(CO)cnc1S(=O)(=O)Cc1ccc(Cl)cc1 do in these assays?
H37Rv inhibition: 1.3%; PhoP GFP inhibition: -3.6%; tuberculosis growth: 0.2%; influenza NS1A: -9.9%; inhibitors of VEEV: 2.0%

Results for Cc1cccc(NC(=O)C2C3C=CC(O3)C2C(=O)O)c1 (stereo not drawn) ?
H37Rv inhibition: -9.1%; PhoP GFP inhibition: -3.4%; tuberculosis growth: 3.7%

Results for Cc1cc(NC(=O)c2cnn3c(C(F)F)cc(-c4ccccc4)nc23)no1 ?
H37Rv inhibition: -9.7%; PhoP GFP inhibition: 4.3%; tuberculosis growth: 12.1%; influenza NS1A: 1.3%; inhibitors of VEEV: 3.5%

How did Cc1cc(C)nc(NC(N)=NCCc2ccccc2)n1 do in these assays?
influenza NS1A: -1.5%; inhibitors of VEEV: 1.7%

How did O=C(O)c1cc(NCc2c(F)cccc2Cl)ccc1N1CCOCC1 do in these assays?
H37Rv inhibition: -8.9%; PhoP GFP inhibition: -8.4%; tuberculosis growth: -8.9%; influenza NS1A: -3.1%; inhibitors of VEEV: 2.6%

How did Cc1ccc(CCNC(=O)C2CCCN(S(C)(=O)=O)C2)cc1 (stereo not drawn) do in these assays?
H37Rv inhibition: -7.6%; PhoP GFP inhibition: 4.4%; tuberculosis growth: 4.4%; influenza NS1A: 5.4%; inhibitors of VEEV: 1.9%

What do the screens show for `COc1ccc(Cn2c(CCC(=O)Nc3ccccc3OC)nc3cccnc32)cc1`?
H37Rv inhibition: -3.0%; PhoP GFP inhibition: -4.5%; tuberculosis growth: 15.6%; influenza NS1A: -9.9%; inhibitors of VEEV: 1.0%

How did CCOC(=O)c1oc2ccccc2c1CN1CC(C)OC(C)C1 (stereo not drawn) do in these assays?
H37Rv inhibition: 11.1%; PhoP GFP inhibition: 2.9%; tuberculosis growth: 0.5%; influenza NS1A: -5.6%; inhibitors of VEEV: inactive

Results for Cc1nc2sc(C(c3ccco3)N3CCC(C)CC3)c(O)n2n1 (stereo not drawn) ?
H37Rv inhibition: -8.2%; PhoP GFP inhibition: 2.8%; tuberculosis growth: -2.8%; influenza NS1A: -12.3%; inhibitors of VEEV: 0.5%

How did COCCCN1C(=O)N(c2ccc(F)cc2)C(=O)C1CC(=O)Nc1ccc(OC)cc1 (stereo not drawn) do in these assays?
H37Rv inhibition: -5.8%; PhoP GFP inhibition: 3.9%; tuberculosis growth: -20.6%; influenza NS1A: -20.8%; inhibitors of VEEV: 0.9%

Results for Cc1c(C(=O)O)oc2ccc(S(=O)(=O)NCc3ccccc3)cc12 ?
H37Rv inhibition: -4.5%; PhoP GFP inhibition: -8.0%; tuberculosis growth: 8.9%; influenza NS1A: 6.5%; inhibitors of VEEV: 2.3%

Results for CC(C)NC(=O)COC(=O)c1cc(=O)[nH]c2ccccc12 ?
H37Rv inhibition: -6.0%; PhoP GFP inhibition: -4.7%; tuberculosis growth: -5.1%; influenza NS1A: 1.4%; inhibitors of VEEV: 2.4%

Results for N/C(CCCN1CCCCC1)=N/O ?
H37Rv inhibition: 4.1%; PhoP GFP inhibition: -2.2%; tuberculosis growth: -7.2%; influenza NS1A: 3.2%; inhibitors of VEEV: 1.6%

What do the screens show for `Cc1ccccc1-c1nc(CS(=O)(=O)CC(=O)N2CCCCC2)c(C)o1`?
H37Rv inhibition: 2.7%; PhoP GFP inhibition: 2.7%; tuberculosis growth: 2.3%; influenza NS1A: 0.8%; inhibitors of VEEV: inactive

Results for Nc1cc(C(Cl)=C(Cl)Cl)c(S(N)(=O)=O)cc1S(N)(=O)=O ?
H37Rv inhibition: -2.3%; PhoP GFP inhibition: 9.2%; tuberculosis growth: 4.7%; influenza NS1A: -0.6%; inhibitors of VEEV: inactive

What do the screens show for `N/C(=N\[N+](=O)[O-])N1CCN(C(=O)c2ccccc2)CC1`?
H37Rv inhibition: -7.0%; PhoP GFP inhibition: 5.5%; tuberculosis growth: 6.4%

What do the screens show for `CCN(CC)C(=O)CSc1nc2ccc(NC(=O)CSc3nnc(N)s3)cc2s1`?
H37Rv inhibition: -3.0%; PhoP GFP inhibition: -18.7%; tuberculosis growth: 4.4%; influenza NS1A: 8.4%; inhibitors of VEEV: 6.2%

Results for CC(C)C(C)(C#N)NC(=O)COC(=O)C1CCN(S(=O)(=O)c2ccc3c(c2)OCCO3)CC1 (stereo not drawn) ?
influenza NS1A: -3.6%; inhibitors of VEEV: 3.0%

Results for CCn1ncc(/C=C2/SC(=S)NC2=O)c1C ?
H37Rv inhibition: 38.2%; PhoP GFP inhibition: 11.9%; tuberculosis growth: 39.4%; influenza NS1A: -2.4%; inhibitors of VEEV: 1.6%

What do the screens show for `CNS(=O)(=O)c1cccc(C(=O)OCC(=O)N2CCc3ccccc3C2)c1`?
H37Rv inhibition: -1.2%; PhoP GFP inhibition: 6.2%; tuberculosis growth: -6.0%; influenza NS1A: 0.3%; inhibitors of VEEV: 0.9%

How did COc1cc(S(=O)(=O)Nc2ncccc2C)c(OC)cc1Cl do in these assays?
H37Rv inhibition: -6.8%; PhoP GFP inhibition: 6.4%; tuberculosis growth: -5.2%; influenza NS1A: -5.5%; inhibitors of VEEV: inactive

Results for COc1ccc(N=C2S/C(=C\c3ccc(C)s3)C(=O)N2CC(C)C)cc1 ?
H37Rv inhibition: -3.6%; PhoP GFP inhibition: -0.7%; tuberculosis growth: 8.8%; influenza NS1A: -6.8%; inhibitors of VEEV: 0.1%

Bioassay records from PubChem.
